Source: PubChem
H37Rv inhibition – M. tuberculosis growth inhibition, HTS (AID 449762); hit rate 0.59% among 330,000; M. tuberculosis H37Rv growth inhibition, 7H9 media; higher % means a stronger effect; one-dose inhibition, % at 25 µM; IC50 in µM for titrated hits; in the data active = a potency from the dose series;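 also: bacterial growth assessed after seven days of incubation; strong numbers were not always called active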
PhoP GFP inhibition – Inhibition of PhoP regulon, Salmonella typhi GFP reporter cells, confirmation, 4 h (AID 1850). Salmonella Typhi PhoP-promoter GFP reporter, fluorescence, 4 h; higher % means a stronger effect. hit rate 0.33% among 310,000. one-dose inhibition, % at 50 µM; IC50 in µM for titrated hits; in the data active = a potency from the dose series;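 also: 0% = induced wells with vehicle and 100% = uninduced wells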
influenza NS1A – NS1A inhibition, H1N1 influenza, cell based functional assay (AID 504329); one-dose inhibition, % at 12.5 µM; IC50 in µM for titrated hits; NS1A functional cell-based assay, percent inhibition; higher % means a stronger effect; hit rate 0.3% among 340,000; in the data active = a potency from the dose series; also: strong numbers were not always called active
inhibitors of VEEV – inhibitors of VEEV TC-83 cytopathic effect, confirmation, Vero cells (AID 588727); Vero cells, VEEV TC-83 cytopathic effect inhibition; higher % means a stronger effect; one-dose inhibition, % at 20 µM; IC50 in µM for titrated hits; hit rate 0.13% among 350,000; in the data active = a potency from the dose series; also: strong numbers were not always called active
tuberculosis growth – growth inhibition of non-replicating M. tuberculosis (AID 488890) | Mycobacterium tuberculosis non-replicating, growth inhibition; higher % means a stronger effect | one-dose inhibition, % at 25 µM; IC50 in µM for titrated hits | hit rate 0.39% among 320,000; in the data active = a potency from the dose series;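 also: plate controls were DMSO cells for no effect and high antibiotic wells for full effect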
The depositor's hits bear a star; i = inactive; · = not tested or not shown.

Codes – A = H37Rv inhibition; B = PhoP GFP inhibition; C = influenza NS1A; D = inhibitors of VEEV; E = tuberculosis growth
Cc1cc2occ(CC(=O)OCC(=O)Nc3sc4c(c3C#N)CCC(C)C4)c2cc1C (stereo unspecified)
  A = -2%	B = -3%	C = -5%	D = 0.8%	E = 18%

CC(=O)c1cccc(NC(=O)NN2CCN(C)CC2)c1
  A = -12%	B = -8%	C = 1%	D = 4.4%	E = 2%

CC(=O)c1cccc(NC(=O)/C=C/c2ccc(S(=O)(=O)N3CCOCC3)cc2)c1
  A = 1%	B = ·	C = -2%	D = 8.8%	E = 17%

CNc1nc(SCC(=O)Nc2ccc(Cl)c(Cl)c2)nc(N2CCOCC2)n1
  A = -6%	B = -13%	C = -3%	D = 2.5%	E = -2%

CN(C(=O)COC(=O)c1cc2ccccc2cc1O)c1ccccc1
  A = 13%	B = ·	C = -10%	D = 2.7%	E = 75%

COc1cc(-c2cc(C(=O)N3CCCCCC3)c3ccccc3n2)cc(OC)c1OC
  A = ·	B = ·	C = -5%	D = 6.9%	E = ·

CCOC(=O)C1=C(N)Oc2cc(C)oc(=O)c2C1c1cccnc1 (stereo unspecified)
  A = -2%	B = 1%	C = 9%	D = 1.3%	E = -5%

CC(C)(C)NS(=O)(=O)c1cnc(Cl)c(Cl)c1
  A = -8%	B = -9%	C = 24%	D = i	E = 11%

COc1cc(S(=O)(=O)N(Cc2ccc(C)cc2)C2CCCCC2)ccc1-n1cnnn1
  A = 12%	B = 5%	C = -1%	D = 0.7%	E = 23%

CCOCCCNC(=O)c1ccccc1SC
  A = 6%	B = 5%	C = -1%	D = 0.9%	E = 6%

Cc1noc(C)c1CCC(=O)NC1CCCN(Cc2ccc(CC(C)C)cc2)C1 (stereo unspecified)
  A = 6%	B = -2%	C = -5%	D = i	E = 40%

COc1cccc(C(=O)c2c(C)c(CCC#N)n3ccccc23)c1OC
  A = 0%	B = 10%	C = -1%	D = 0.7%	E = 9%

CN(CC(=O)Nc1ccc(Cl)c(C(F)(F)F)c1)C(=O)/C=C/c1ccco1
  A = 5%	B = -7%	C = 3%	D = i	E = 16%

CC(=O)Nc1ccc(/C(N=Nc2ccccc2)=N/N=C(N)N)cc1
  A = ·	B = ·	C = 1%	D = 0.8%	E = ·

CSCCC(NS(=O)(=O)c1ccc2c(c1)OCCO2)C(=O)N(C)Cc1ccc(F)cc1 (stereo unspecified)
  A = 5%	B = -5%	C = 0%	D = 9.9%	E = -3%

Cc1cccc(N(CC(=O)NCCSc2ccccn2)S(=O)(=O)c2ccccc2)c1
  A = 3%	B = 8%	C = 4%	D = 0.7%	E = 22%

CCOC(=O)c1[nH]c(C)c(/C(O)=C2\C(=O)C(=O)N(CCN(C)C)C2c2ccc(C)o2)c1C (stereo unspecified)
  A = 3%	B = -8%	C = 3%	D = 2.0%	E = 4%

O=C(COc1ccc(Br)cc1Cl)NC(=O)NCc1ccccc1
  A = 5%	B = -1%	C = -4%	D = 4.8%	E = 18%

COc1ccccc1CNC(=O)C(Cc1c[nH]c2ccccc12)NC(=O)OCc1ccccc1 (stereo unspecified)
  A = 16%	B = -2%	C = 2%	D = 6.9%	E = 55%

CCN1CCCC1CNC(=O)c1cc(N)ccc1OC (stereo unspecified)
  A = -2%	B = 4%	C = ·	D = i	E = 5%

CSCC[C@H](NC(=O)NCc1ccccc1F)C(=O)O
  A = -4%	B = -17%	C = -5%	D = i	E = 9%

CC(=O)NC(CC(=O)Nc1cc(Cl)ccc1-n1cncn1)c1ccccc1 (stereo unspecified)
  A = -1%	B = 10%	C = -3%	D = 9.7%	E = -4%

COc1cc(NC(=O)CSc2ccc(-c3cccnc3)nn2)cc(OC)c1
  A = -21%	B = -3%	C = -5%	D = 1.3%	E = 17%

CC(C)[N+]1(C)[C@@H]2CC[C@@H]1CC(OC(=O)C(CO)c1ccccc1)C2 (stereo partly specified)
  A = 0%	B = -8%	C = 3%	D = i	E = -7%

COc1cc(OC)c(OC)cc1/C=C1/C(=O)NC(=O)N(Cc2ccccc2)C1=O
  A = -2%	B = 6%	C = -2%	D = 6.4%	E = -4%

CCCn1nc(NC(=O)C2CCCO2)c2cc3cc(C)ccc3nc21 (stereo unspecified)
  A = 2%	B = 6%	C = -10%	D = 1.0%	E = 24%

CC(=O)COC(=O)CCc1nc2ccccc2[nH]c1=O
  A = 0%	B = 3%	C = 4%	D = i	E = -2%

Cc1ccc(N2C(=S)NC3c4ccccc4OC2(C)C3C(=O)N(C)C)cc1 (stereo unspecified)
  A = 0%	B = 8%	C = -6%	D = 1.9%	E = 27%

COc1ccccc1CNS(=O)(=O)c1ccc(Br)s1
  A = 11%	B = -1%	C = -2%	D = 0.3%	E = 5%

C=CCOc1ccc(CN(C)c2ccc(S(=O)(=O)N3CCN(C)CC3)cc2[N+](=O)[O-])cc1
  A = 6%	B = ·	C = 13%	D = 2.5%	E = 70%

Looked up above.
COc1cc(OC)c(OC)cc1/C=C1/C(=O)NC(=O)N(Cc2ccccc2)C1=O in influenza NS1A = -2%
COc1ccccc1CNS(=O)(=O)c1ccc(Br)s1 in PhoP GFP inhibition = -1%

Next structures:
Codes – A = H37Rv inhibition; B = PhoP GFP inhibition; C = influenza NS1A; D = inhibitors of VEEV; E = tuberculosis growth
O=C(Nc1ccc(F)cc1F)c1cc2n(n1)C(C(F)(F)F)C1CCCCC1N2 (stereo unspecified)
  A = -4%	B = 8%	C = -4%	D = 5.0%	E = 9%

COc1ccc2c(c1)oc(=O)c1cc(OC)ccc12
  A = 3%	B = -5%	C = -3%	D = 2.3%	E = 28%

COC(=O)CCCCCc1ccc(C(C)=O)s1
  A = -3%	B = 0%	C = 3%	D = 2.5%	E = 37%

O=c1ccc(-c2nc3ccccc3n2Cc2ccccc2Cl)c[nH]1
  A = 7%	B = -7%	C = 5%	D = 5.0%	E = 17%

COc1ccc(-c2c(C#N)c(N)nc3c2c(=O)n(C)c(=O)n3C)cc1
  A = -3%	B = -6%	C = -3%	D = 1.6%	E = -2%

Cc1cc(C(=O)COC(=O)c2ccc(N)cc2)c(C)n1-c1c(C)n(C)n(-c2ccccc2)c1=O
  A = 5%	B = -9%	C = -3%	D = i	E = 12%

Cc1noc(C)c1NC(=O)N(C)C[C@H]1Oc2c(NC(=O)C3CCCCC3)cccc2C(=O)N([C@H](C)CO)C[C@@H]1C
  A = 5%	B = ·	C = -4%	D = i	E = 5%

Cc1cccc(CC(=O)N2CCN=C2SCc2ccc([N+](=O)[O-])cc2)c1
  A = 7%	B = -4%	C = 3%	D = 0.6%	E = 67%

COc1ccc(NS(=O)(=O)c2cccc(C(=O)NNC(=O)c3ccc(O)c(Cl)c3)c2)cc1
  A = -9%	B = ·	C = -6%	D = 1.8%	E = 6%

Ordered by number of heavy atoms (falling): 11 of the compounds above.
Codes – A = H37Rv inhibition; B = PhoP GFP inhibition; C = influenza NS1A; D = inhibitors of VEEV; E = tuberculosis growth
Cc1noc(C)c1NC(=O)N(C)C[C@H]1Oc2c(NC(=O)C3CCCCC3)cccc2C(=O)N([C@H](C)CO)C[C@@H]1C
  A = 5%	B = ·	C = -4%	D = i	E = 5%

Cc1cc(C(=O)COC(=O)c2ccc(N)cc2)c(C)n1-c1c(C)n(C)n(-c2ccccc2)c1=O
  A = 5%	B = -9%	C = -3%	D = i	E = 12%

COc1ccc(NS(=O)(=O)c2cccc(C(=O)NNC(=O)c3ccc(O)c(Cl)c3)c2)cc1
  A = -9%	B = ·	C = -6%	D = 1.8%	E = 6%

O=C(Nc1ccc(F)cc1F)c1cc2n(n1)C(C(F)(F)F)C1CCCCC1N2 (stereo unspecified)
  A = -4%	B = 8%	C = -4%	D = 5.0%	E = 9%

Cc1ccc(N2C(=S)NC3c4ccccc4OC2(C)C3C(=O)N(C)C)cc1 (stereo unspecified)
  A = 0%	B = 8%	C = -6%	D = 1.9%	E = 27%

Cc1cccc(CC(=O)N2CCN=C2SCc2ccc([N+](=O)[O-])cc2)c1
  A = 7%	B = -4%	C = 3%	D = 0.6%	E = 67%

CCCn1nc(NC(=O)C2CCCO2)c2cc3cc(C)ccc3nc21 (stereo unspecified)
  A = 2%	B = 6%	C = -10%	D = 1.0%	E = 24%

O=c1ccc(-c2nc3ccccc3n2Cc2ccccc2Cl)c[nH]1
  A = 7%	B = -7%	C = 5%	D = 5.0%	E = 17%

CC(=O)COC(=O)CCc1nc2ccccc2[nH]c1=O
  A = 0%	B = 3%	C = 4%	D = i	E = -2%

COc1ccc2c(c1)oc(=O)c1cc(OC)ccc12
  A = 3%	B = -5%	C = -3%	D = 2.3%	E = 28%

COC(=O)CCCCCc1ccc(C(C)=O)s1
  A = -3%	B = 0%	C = 3%	D = 2.5%	E = 37%
